# TDP-43 yeast inh: rescues yeast growth from TDP-43 toxicity; 1.8% of 410,000 active; AID 652104; Potency, µM (doses to about 46.1 µM), for inactives: at the highest dose growth rescue (activation), actives largely listed as activators; TDP-43 expressing yeast growth rescue, BacTiter-Glo, 24 h; note: potency is the fitted concentration of half-maximal effect; % of control where 0% means no effect; nearly all actives have a fitted effect of over 50% in size
#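 Yeast cells expressing TDP-43 under galactose induction are exposed to compounds for 24 hr at 30 deg C. BacTiter-Glo luminescence measures growth, so protective compounds score as activators.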
# DRD3 agonist: D3 dopamine receptor (human) agonism. P35462. AID 652048. 0.58% of 410,000 active. D3R DiscoveRx beta-arrestin cells, luminescence, 90 min. max activation, %; in the data active = max activation above about 30%; note: 0% is about no effect; mostly tested at two doses, the higher about 12 µM
#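 Cells at 1500/well, incubated overnight, then treated with pinned compounds (dopamine as control) for 90 min at 37 degrees C. DiscoveRx reagent added for 30 - 60 minutes at room temperature; luminescence read.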
# EPAC2 agonist: activates human EPAC2 exchange factor. 0.079% of 360,000 active. Q8WZA2. AID 720711. Potency, µM (doses to about 154 µM), without a hit: at the highest dose activation, actives largely listed as activators. EPAC2 activation, biochemical qHTS; response scale: 100% = 6.5 mM cAMP response; note: potency is the fitted concentration of half-maximal effect; nearly all actives have a fitted effect of over 50% in size
# Target sequence (Q8WZA2 whole entry, looked up): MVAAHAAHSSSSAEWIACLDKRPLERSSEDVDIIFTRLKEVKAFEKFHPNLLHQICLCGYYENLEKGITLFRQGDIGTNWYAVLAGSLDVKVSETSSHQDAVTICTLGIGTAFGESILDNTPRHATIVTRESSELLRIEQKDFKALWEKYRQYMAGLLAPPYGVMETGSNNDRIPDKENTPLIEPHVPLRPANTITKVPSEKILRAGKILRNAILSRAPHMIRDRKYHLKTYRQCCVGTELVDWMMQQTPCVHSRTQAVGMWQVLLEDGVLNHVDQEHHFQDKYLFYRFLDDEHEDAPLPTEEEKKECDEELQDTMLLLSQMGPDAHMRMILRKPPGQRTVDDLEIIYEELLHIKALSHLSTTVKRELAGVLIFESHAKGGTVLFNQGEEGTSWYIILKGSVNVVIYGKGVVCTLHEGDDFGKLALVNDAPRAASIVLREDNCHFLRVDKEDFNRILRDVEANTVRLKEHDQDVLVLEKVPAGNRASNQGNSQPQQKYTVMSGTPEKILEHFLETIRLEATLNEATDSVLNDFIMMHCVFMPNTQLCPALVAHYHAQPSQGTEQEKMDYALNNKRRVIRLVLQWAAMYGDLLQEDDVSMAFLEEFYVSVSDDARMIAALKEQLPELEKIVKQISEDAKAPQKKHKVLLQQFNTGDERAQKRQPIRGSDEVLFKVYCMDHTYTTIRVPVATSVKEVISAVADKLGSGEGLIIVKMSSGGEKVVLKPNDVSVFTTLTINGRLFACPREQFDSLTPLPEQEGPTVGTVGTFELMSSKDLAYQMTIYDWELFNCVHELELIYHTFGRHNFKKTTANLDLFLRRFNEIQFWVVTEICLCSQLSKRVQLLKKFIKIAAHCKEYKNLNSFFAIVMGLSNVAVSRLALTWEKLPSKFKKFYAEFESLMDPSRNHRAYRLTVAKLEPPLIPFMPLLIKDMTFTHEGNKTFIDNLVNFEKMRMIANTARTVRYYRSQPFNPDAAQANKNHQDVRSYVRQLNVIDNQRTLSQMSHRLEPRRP
#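 EPAC2 (100 nM) mixed with Rap1B loaded with BODIPY-GDP (250 nM) plus 50 uM unlabeled GDP; compounds pinned in, 5 min RT, then read every 5 min for 30 min (ex 480, em 540 nm). Normalized to cAMP control.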
# DRD3 antagonist: D3 dopamine receptor (human) antagonism; D3R cells, DiscoveRx beta-arrestin luminescence, antagonist mode; hits give low values; max response, negative = inhibition, %; 2.5% of 360,000 active; in the data active = max response below about -50%; inconclusive = no clear call, values can overlap the other calls; note: % is set by controls: 0 for no effect and ±100 for the full control effect; mostly tested at two doses, the higher about 12 µM
#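 Cells plated overnight at 1500 cells/well, then exposed to library compounds with dopamine controls for 90 minutes at 37 degrees C. DiscoveRx reagent added for 30–60 minutes at room temperature; luminescence read, quantitative HTS format.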
# FUS yeast rescue: FUS proteinopathy suppression in yeast; S. cerevisiae FUS-expressing, growth rescue, OD600, 24 h; Potency, µM (doses to about 76.6 µM), inactives show top-dose growth rescue (activation), most hits filed as activators; 0.24% of 390,000 active; AID 1347120;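 note: potency is the fitted concentration of half-maximal effect; plate controls were DMSO vehicle for no effect and reference control for full effect; nearly all actives have a fitted effect of over 55% in size; some results filed as inactive show a strong effect at the top dose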
#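 Steps: raffinose overnight preculture; dilution to OD 0.005 in 2% galactose minimal medium; compound addition (concentration series); 24hr at 30C, 99% humidity; absorbance read at 600 nm.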
# aSyn rescue: alpha-synuclein toxicity inhibition in yeast | Yeast expressing alpha-synuclein, growth rescue, BacTiter-Glo, 24 h | Potency, µM (doses to about 46.1 µM), for inactives: at the highest dose growth rescue (activation), actives largely listed as activators | 0.14% of 370,000 active; note: potency is the fitted concentration of half-maximal effect; % of control where 0% means no effect; nearly all actives have a fitted effect of over 65% in size
#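 Galactose-induced alpha-syn yeast (OD600=0.02, raffinose-pregrown) + pinned cpd, 24 hr, 30 deg C; growth by BacTiter-Glo luminescence. Growth restoration scores as activation.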
# Abeta yeast res: A-beta toxicity reversal in yeast; Potency, µM (titrated, usually from 46.1 µM), without a hit: top-dose growth rescue, most hits filed as activators; 0.063% of 410,000 active; yeast expressing A-beta42, growth rescue, OD600, 48 h; response scale: 0% DMSO, 100% iron-clioquinol control; note: potency is the fitted concentration of half-maximal effect; nearly all actives have a fitted effect of over 55% in size
#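 Growth rescue measured by 600 nm absorbance after 48 h yeast culture at 30 C with compound. Values normalized between DMSO and an equimolar ferric chloride plus clioquinol control.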
# EPAC2 antag: antagonists of human EPAC2 | Q8WZA2 | EPAC2 GEF exchange of Rap1B-BODIPY-GDP, fluorescence | Potency, µM (top dose mostly 114 µM), for the others: top-dose activity, negative = inhibition, actives largely listed as inhibitors | 0.18% of 360,000 active; note: potency is the fitted concentration of half-maximal effect; % is set by controls: 0 for no effect and ±100 for the full control effect; nearly all actives have a fitted effect of over 45% in size; many of its hits are not listed in these tables
# Numbers without * were called inactive; ? = inconclusive; / = no result given; [ ] = remark or other dose. Unless noted, calls come from the whole dose curve; as a rule, active = well fitted curve in the direction sought with a large enough effect; inconclusive = small, poorly fitted or top-dose-only effect, or another doubt; inactive = no such curve, though single readings can be large; an effect the other way counts as inactive or inconclusive. Not all compounds are listed; count on the stated rates, not on these rows.
SMILES,TDP-43 yeast inh,DRD3 agonist,EPAC2 agonist,DRD3 antagonist,FUS yeast rescue,aSyn rescue,Abeta yeast res,EPAC2 antag
CC(=O)OC/C=C(\C)CCC=C(C)C,-3.5%,4.5,-3.0%,5.1,-21.4%,-5.8%,0.5%,-1.5%
CCN(CC)CCNC(=O)c1ccc(NC(=O)c2cc(-c3ccco3)nc3ccccc23)cc1,-4.5%,-4.5,10.3%,-7.8,41.3%,-6.1%,3.3%,-14.0%
C[C@@H]1CN([C@H](C)CO)C(=O)c2cc(NC(=O)Nc3ccc(C(F)(F)F)cc3)ccc2O[C@H]1CN(C)S(=O)(=O)c1ccc(Cl)cc1,10.9%,2.2,-10.7%,23.9,37.1%,2.1%,-1.4%,-2.2%
CCC(c1nnnn1Cc1ccco1)N(CCc1ccccc1)Cc1cc2cccc(C)c2[nH]c1=O (stereo not given),-14.9%,-5.2,11.0%,2.2,9.5%,-1.9%,-2.0%[9.22 µM],2.3%
Cc1cc(/C=C(\C#N)C(=O)Nc2ccccc2)c(C)n1-c1ccc(C(=O)O)cc1,4.2%,8.0,-0.1%,-8.4,-5.4%,-3.7%,13.2%,3.0%
CCC(C)N1CC(=O)N2Cc3[nH]c4ccccc4c3C[C@H]2C1=O (stereo not given in full),25.2%,4.4,-1.3%,18.0,-32.2%,-1.2%,2.5%,8.5%
CC(=O)CSc1nc2ccc(Nc3nc(N4CCOCC4)nc(N4CCOCC4)n3)cc2s1,25.1%,1.6,16.9%,49.7,?,-1.2%,7.4%,-7.0%
CC1CCN(C(=O)C2CCN(c3nnc(-n4cccc4)s3)CC2)CC1,-5.1%,-4.4,2.4%,-1.2,22.6%,-2.3%,-16.8%,-10.3%
CC(NS(=O)(=O)c1ccc(Br)cc1)C(=O)NCC1CCCO1 (stereo not given),-2.8%,3.7,7.0%,3.7,17.0%,4.7%,-4.2%,8.8%
CC1CCCCC1NC(=O)c1ccco1 (stereo not given),20.7%,-0.8,6.2%,17.5,-4.3%,-5.4%,15.1%,7.1%
O=c1ccc(-c2nc3cc(Cl)ccc3n2Cc2ccccc2)c[nH]1,5.3%,-0.9,2.6%,8.3,-7.4%,-6.4%,-15.2%,-6.3%
CN(CC(=O)N(CCO)Cc1ccccc1)S(=O)(=O)c1ccc2c(c1)c(=O)n(C)c(=O)n2C,4.9%,-2.5,1.2%,24.2,-7.4%,-0.3%,1.9%,4.7%
CCCNC(=O)C1CCN(S(=O)(=O)c2c(C)noc2/C=C\c2ccc(OC)cc2)CC1,9.1%,1.4,-9.1%,-4.7,-10.7%,-1.4%,0.1%,9.6%
Cc1ccc(C)c2[nH]c(=O)c(CCNC(=O)c3ccc(S(=O)(=O)N(C)C)cc3)cc12,19.3%,1.3,-3.2%,5.6,-20.1%,3.9%,8.7%,-11.4%
CCCCC(CCC(=O)Nc1nccs1)C(=O)O (stereo not given),12.8%,1.9,6.4%,2.9,3.0%,5.0%,8.9%,4.4%
c1cncc(-c2noc(-c3cccc4ccccc34)n2)c1,-8.6%,2.3,9.8%,16.4,-11.0%,1.1%,-10.8%,6.1%
Cc1ccc(Nc2nnc(SCC(=O)c3ccc(Br)s3)s2)c(C)c1,?,1.1,2.8%,-26.4,20.2%,20.4%,?,5.4%
Cc1noc(C)c1COC(=O)c1cc(C)n(-c2ccccc2)c1C,0.0%,-4.6,18.1%,-3.9,38.8%,-4.9%,-2.4%,-6.9%
CSc1nc(=O)n2cccc(C)c2n1,15.3%,10.3,6.5%,-18.4,44.2%,-6.4%,10.0%,13.9%
O=C(Nc1ccccc1)Nc1ccc(Cl)c(S(=O)(=O)N2CCOCC2)c1,/,-10.8,8.7%,-50.9*,12.9%,-8.7%,5.9%,-10.7%
COCCn1c(N)c(C(=S)NC(=O)c2cccs2)c(=O)[nH]c1=O,19.8%,-2.5,-2.4%,-13.3,6.0%,-0.3%,9.9%,-12.0%
COc1ccc(CNC(=O)c2c(O)c3cccc4c3n(c2=O)CCC4)cc1,-10.4%,6.0,8.0%,14.0,/,-4.4%,-7.3%,13.6%
CCCSc1ncc(Cl)c(C(=O)Nc2ccc(OC)cc2OC)n1,23.0%,0.6,/,/,-23.5%,/,-7.8%,/
O=C(Nc1ccc2c(c1)CCC2)C1CCCO1 (stereo not given),8.8%,10.7,-0.2%,8.2,10.4%,0.4%,17.6%,2.6%

# Already shown: an excerpt of the list.
SMILES,TDP-43 yeast inh,DRD3 agonist,EPAC2 agonist,DRD3 antagonist,FUS yeast rescue,aSyn rescue,Abeta yeast res,EPAC2 antag
CCCCC(CCC(=O)Nc1nccs1)C(=O)O (stereo not given),12.8%,1.9,6.4%,2.9,3.0%,5.0%,8.9%,4.4%
c1cncc(-c2noc(-c3cccc4ccccc34)n2)c1,-8.6%,2.3,9.8%,16.4,-11.0%,1.1%,-10.8%,6.1%
Cc1ccc(Nc2nnc(SCC(=O)c3ccc(Br)s3)s2)c(C)c1,?,1.1,2.8%,-26.4,20.2%,20.4%,?,5.4%
Cc1noc(C)c1COC(=O)c1cc(C)n(-c2ccccc2)c1C,0.0%,-4.6,18.1%,-3.9,38.8%,-4.9%,-2.4%,-6.9%
CSc1nc(=O)n2cccc(C)c2n1,15.3%,10.3,6.5%,-18.4,44.2%,-6.4%,10.0%,13.9%
O=C(Nc1ccccc1)Nc1ccc(Cl)c(S(=O)(=O)N2CCOCC2)c1,/,-10.8,8.7%,-50.9*,12.9%,-8.7%,5.9%,-10.7%
COCCn1c(N)c(C(=S)NC(=O)c2cccs2)c(=O)[nH]c1=O,19.8%,-2.5,-2.4%,-13.3,6.0%,-0.3%,9.9%,-12.0%
COc1ccc(CNC(=O)c2c(O)c3cccc4c3n(c2=O)CCC4)cc1,-10.4%,6.0,8.0%,14.0,/,-4.4%,-7.3%,13.6%
CCCSc1ncc(Cl)c(C(=O)Nc2ccc(OC)cc2OC)n1,23.0%,0.6,/,/,-23.5%,/,-7.8%,/
O=C(Nc1ccc2c(c1)CCC2)C1CCCO1 (stereo not given),8.8%,10.7,-0.2%,8.2,10.4%,0.4%,17.6%,2.6%

# Remaining list, next part.
SMILES,TDP-43 yeast inh,DRD3 agonist,EPAC2 agonist,DRD3 antagonist,FUS yeast rescue,aSyn rescue,Abeta yeast res,EPAC2 antag
COc1ccc(/C=C/C(=O)NCCc2nc3ccccc3[nH]2)cc1,-5.3%,10.5,3.3%,2.9,-6.6%,7.3%,4.3%,-2.3%
Cc1csc(NC(=O)CSc2nnc(-c3ccoc3C)n2CCc2ccccc2)n1,-2.0%,0.5,2.0%,-10.5,31.1%,1.0%,5.5%,-0.6%
Cc1ccc2oc(C(=O)Nc3sc4c(c3C(=O)NCc3cccnc3)CCCC4)cc(=O)c2c1,15.1%,-11.8,/,/,10.4%,/,-2.4%,/
Nc1nc(SCC(=O)c2cc3ccccc3o2)n[nH]1,-1.4%,2.0,7.5%,-0.1,6.0%,2.9%,-7.2%,-8.7%
COCCCNc1ccnc2c(Cl)cccc12,3.0%,9.6,6.7%,-1.1,-8.5%,-0.1%,16.4%,2.5%
CN(C)C(=O)N1CCNCC1,7.7%,0.7,-0.1%,1.3,1.1%,3.6%,12.0%,-17.6%
Cc1ccccc1C(=O)NC(CC(C)C)C(=O)OCc1cc(=O)n2cc(Br)ccc2n1 (stereo not given),?,-0.5,9.7%,9.3,1.9%,1.4%,-25.5%,-3.5%
CC/C(C)=N/NC(=S)NCc1ccco1,7.8%,1.9,-0.1%,27.8,/,-7.4%,7.2%,11.0%
O=C(CNc1ccc2ccccc2c1)N/N=C/C=C/c1cccc([N+](=O)[O-])c1,11.1%,-1.4,12.1%,2.6,23.6%,3.2%,17.5%,9.4%
O=C(NCCc1ccccn1)c1n[nH]c(=O)c2ccccc12,-1.2%,-4.8,2.1%,0.3,29.3%,-3.0%,8.8%,1.8%[57.1 µM]
Cc1ccc(NC(=O)Cn2cnc([N+](=O)[O-])c2)cc1C,-18.3%,-3.4,5.0%,0.0,26.6%,-2.2%,-13.3%,9.8%
Cc1ccc(C23CC4CC(CC(C(=O)NC(C)C(=O)O)(C4)C2)C3)cc1 (stereo not given),-17.8%,-34.4,5.3%,-25.2,18.9%,2.2%,-1.2%,1.4%
Cc1ccc(S(=O)(=O)N2CCOCC2)cc1NC(=O)Cn1nnc(-c2ccccc2)n1,2.2%,-1.3,1.5%,4.5,-7.6%,-1.0%,0.8%,5.4%
O=C(COc1cccc(NC(=O)c2ccccc2)c1)c1ccc(F)cc1,6.1%,5.0,13.0%,-17.0,26.6%,5.7%,11.2%,-1.1%
Cc1ccc(C(=O)OC/C(O)=C(\C#N)c2nc3ccccc3[nH]2)cc1S(=O)(=O)N1CCOCC1,-9.3%,7.8,21.3%,-2.1,/,1.9%,-7.6%,-0.3%
c1ccc(NCCSc2nc3ccccc3s2)cc1,?,4.0,14.4%,2.4,/,0.4%,-5.6%,-22.7%
CCn1c(=O)c(C(=O)NNC(=O)c2ccccc2Br)c(O)c2ccccc21,-31.0%,14.8,1.1%,-1.1,5.6%,9.7%,-34.2%[inhibitor],?
COc1ccc(S(=O)(=O)N(CC(=O)O)c2ccccc2)cc1,-22.4%,-8.4,5.1%,-4.5,18.8%,-12.7%,-3.7%,-9.2%
Cc1cn([C@H]2C[C@H](O)[C@@H](CCC(=O)NCc3cccs3)O2)c(=O)[nH]c1=O,5.4%,9.8,4.6%,5.7,-10.3%,-7.2%,-2.8%,10.6%
Nn1c(-c2cccs2)nc2sc3c(c2c1=O)CCCC3,?,2.7,13.1%,30.2,38.5%,4.4%,-39.9%[inhibitor],-1.7%
COc1cc(NC(=O)CCCN2C(=O)CCn3nc(-c4cn(C)c5ccccc45)cc32)cc(OC)c1,-6.4%,-16.6,/,/,?,/,-15.1%,/
CN(CC(=O)Nc1ccc(C#N)cc1)Cc1ccc(Cl)cc1,-10.3%,-23.7,2.5%,?,-9.3%,-2.8%,-3.3%,-4.6%
O=C(NCc1ccccc1)c1ccc2c(=O)n(CCCN3CCCC3=O)c(=S)[nH]c2c1,0.8%,1.6,-8.1%,-51.5*,?,-1.0%,3.6%,3.2%[57.1 µM]

# From PubChem BioAssay
